Giardia killer: kills Giardia lamblia; activity change, % at 7.66 µM, hits read low; 0.15% of 340,000 active; Giardia lamblia trophozoite viability; AID 540267; in the data active = activity change below about -80%; inconclusive = between about -30% and that limit;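 also: parasites exposed to compound for two days anaerobically before the ATP read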
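Trophozoite viability was measured as ATP-dependent luminescence, read 15-30 min after reagent addition. Before that, parasites at 100 cells/well were exposed to compounds for 48 h, anaerobically, at 37 deg C.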
B2AR arrestin: recruits beta-arrestin to the human beta2-adrenergic receptor | AID 492947 | P07550 | 0.02% of 330,000 active | beta-arrestin recruitment to beta2AR, cell-based reporter | Potency, µM (series often up to 46.1 µM), for inactives: top-dose activation, actives largely listed as activators;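 also: potency is read from the fitted curve at half-maximal effect; 0% = DMSO controls and full agonism = EC100 isoproterenol or metaproterenol; nearly all actives have a fitted effect of over 65% in size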
GALK inh: blocks human galactokinase activity | AID 1868 | 0.007% of 270,000 active | Purified GALK, Kinase-Glo residual ATP luminescence | P51570 | Potency, µM (highest dose often 57.5 µM), for the others: at the top dose activity change, negative = inhibition, usual class: inhibitors; also: potency is read from the fitted curve at half-maximal effect
Target sequence (P51570 whole entry, looked up): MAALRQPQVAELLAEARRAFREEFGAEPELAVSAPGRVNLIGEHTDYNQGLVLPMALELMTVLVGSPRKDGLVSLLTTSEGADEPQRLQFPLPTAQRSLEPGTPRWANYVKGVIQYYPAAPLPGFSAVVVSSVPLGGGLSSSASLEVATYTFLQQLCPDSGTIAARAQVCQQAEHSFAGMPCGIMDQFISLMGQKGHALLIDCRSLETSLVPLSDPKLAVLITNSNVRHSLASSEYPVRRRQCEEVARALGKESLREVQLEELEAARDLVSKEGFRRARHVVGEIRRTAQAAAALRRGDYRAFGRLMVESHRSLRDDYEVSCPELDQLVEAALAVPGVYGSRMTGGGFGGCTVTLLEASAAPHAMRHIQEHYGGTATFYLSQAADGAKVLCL
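The enzyme phosphorylates galactose (100 uM) using ATP (35 uM); inhibition is detected as higher residual ATP, quantified by bioluminescence after 1 h reaction at room temperature, pH 8.0.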
KCNH2 3.1 block: blocks the human KCNH2 3.1 channel isoform | U2OS KCNH2 3.1, thallium flux FluxOr; stronger effect = lower value | activity change, % (tested at about 1.8 µM) | 0.95% of 340,000 active | AID 720553;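 active = maximum activity change below -70%; inconclusive = maximum activity change from -70% to -50%; inactive = maximum activity change above -50%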;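 also: thallium influx rate constant from kinetic fluorescence after stimulation buffer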
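We transduce U2OS cells with the mutant 3.1 virus, culture them overnight, load FluxOr with Red40 quencher for 45 min, then add stimulation buffer and read kinetically for 2 min to derive a normalized rate constant.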
Eya2 phos inh: blocks the phosphatase activity of human Eya2 | Potency, µM (doses to about 76.9 µM), without a hit: top-dose activity, negative = inhibition, most hits filed as inhibitors | recombinant Eya2, OMFP fluorescence dephosphorylation (OMFP is methylfluorescein phosphate) | AID 488837 | O00167 | 0.006% of 330,000 active; also: potency is read from the fitted curve at half-maximal effect
Target sequence (O00167 whole entry, looked up): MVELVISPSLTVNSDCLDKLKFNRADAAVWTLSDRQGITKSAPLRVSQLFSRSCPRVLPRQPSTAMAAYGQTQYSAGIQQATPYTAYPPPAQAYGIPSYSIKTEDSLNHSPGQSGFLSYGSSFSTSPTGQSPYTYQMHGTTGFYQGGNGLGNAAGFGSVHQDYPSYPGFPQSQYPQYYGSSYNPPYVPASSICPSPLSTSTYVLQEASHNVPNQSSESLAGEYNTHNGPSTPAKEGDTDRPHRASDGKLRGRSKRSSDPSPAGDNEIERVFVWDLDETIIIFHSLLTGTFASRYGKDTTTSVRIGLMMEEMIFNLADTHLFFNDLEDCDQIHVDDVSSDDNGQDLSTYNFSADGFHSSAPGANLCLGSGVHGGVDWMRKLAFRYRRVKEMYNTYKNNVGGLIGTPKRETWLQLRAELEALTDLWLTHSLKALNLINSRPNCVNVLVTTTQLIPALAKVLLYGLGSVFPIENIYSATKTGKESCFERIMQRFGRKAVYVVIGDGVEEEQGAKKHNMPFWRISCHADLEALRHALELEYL
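Eya2 protein (added as 0.2 uM solution) was preincubated with compound for 10 min at ambient temperature in 50 mM HEPES pH 7.5, 50 mM NaCl, 5 uM MgCl2, 0.05% BSA, 1 mM DTT. OMFP (added at 50 uM) then reacted 10 min; fluorescence read at 485/525 nm.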
KCNH2 WT inh: blocks the wildtype human KCNH2 potassium channel | Q12809 | U2OS, BacMam KCNH2, thallium flux FluxOr; stronger effect = lower value | activity change, % at 1.84 µM | 0.37% of 340,000 active | AID 720551;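 active = maximum activity change below -70%; inconclusive = maximum activity change between -70% and -50%; inactive = maximum activity change above -50%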
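U2OS cells were transduced with wild-type KCNH2 virus (2.03 x 10^8 / mL) for 4 h at room temperature, then cultured overnight at 37 C. Thallium flux was read with FluxOr dye. Rate constants were normalized to DMSO controls.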
uPA generation: cell surface uPA generation inhibition | cell surface uPA generation assay, qHTS | 0.31% of 330,000 active | Potency, µM (series often up to 38.3 µM), inactives show at the highest dose activity change, negative = inhibition, actives largely listed as inhibitors; active = well fitted inhibition curve with a large enough effect; inconclusive = small, poorly fitted or top-dose-only effect; inactive = no such curve, though single readings can be large or run the other way; tested in mouse RAW 264.7 cells; also: potency is read from the fitted curve at half-maximal effect; nearly all actives have a fitted effect of over 55% in size
FBPA coupling cs: counter-screen for Giardia aldolase inhibitors: coupling enzyme system; 0.67% of 290,000 active; coupling enzyme system counterscreen, AmpLite Red fluorescence; activity change, negative = inhibition, % at 58.2 µM, hits read low; in the data active = activity change below about -30%
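Final compound at 57.5 uM, incubated 10 min at RT with coupling enzyme reagent (glyceraldehyde-3-phosphate), then 20 min with substrate and AmpLite Red detection. Fluorescence read at 525/598 nm; tests interference with the coupling assay, not aldolase inhibition.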
USP2a inh: inhibitors of human ubiquitin-specific protease USP2a | Potency, µM (titrated, usually from 38.3 µM), for the others: at the highest dose activity change, negative = inhibition, most hits filed as inhibitors | AID 463254 | USP2 core, Ub-CHOP2 coupled fluorogenic reporter, 485/531 | 0.01% of 330,000 active | O75604;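 also: potency is read from the fitted curve at half-maximal effect; plate controls were DMSO wells for no effect and full inhibition by NEM control for full effect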
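Cell-free coupled assay: 10nM USP2 core preincubated 30min RT with compound in Tris-HCl pH 8.0/CaCl2/CHAPS buffer, then 25nM Ub-CHOP2 and 25nM reporter substrate; fluorescence (Ex 485/Em 531) read after 60min RT, normalized to NEM inhibition, concentration-response curves fitted.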
Chronic BCR inh: blocks chronic active B-cell receptor signaling; 0.05% of 340,000 active; AID 493014; Potency, µM (series often up to 46.1 µM), for inactives: top-dose ratio change, negative = lower green/red ratio, hits mostly inhibitors; ABC-DLBCL IkBa-CBG/CBR reporter, luminescence ratio, 4 h; active = well fitted inhibition curve with a large enough effect in the signal ratio, with a control signal flat, not every such curve was filed as active; inconclusive = small, poorly fitted or top-dose-only effect, or effect the other way, or a change in a side signal; the % refers to the signal ratio;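 also: potency is read from the fitted curve at half-maximal effect; plate controls were basal doxycycline-induced cells for no effect and cells given 10 µM MG132 for full effect; MG132 reads +100%, hits lower the ratio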
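Compounds up to 46 uM were incubated four hours with TMD8 cells whose green CBG68 luciferase is fused to IkappaBalpha; red CBR luminescence normalised the signal, and concentration-effect curves were fitted to fusion, red and ratio data.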
PKM2 act: increases activity of human pyruvate kinase M2; Potency, µM (series often up to 57.5 µM), inactives show at the top dose activation, usual class: activators; purified PKM2, Kinase-Glo ATP luminescence, activation; response scale: 0% is enzyme alone, no compound; P14618; 0.34% of 260,000 active; also: potency is read from the fitted curve at half-maximal effect; nearly all actives have a fitted effect of over 55% in size
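Purified hPK-M2 (>95% pure) converted ADP (0.1 mM final) to ATP with 0.5 mM PEP in 50 mM imidazole pH7.2, KCl, MgCl2, Tween 20, BSA; 1 h at room temperature. ATP detected by Kinase-Glo luminescence.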
* = called active by the depositor; ? = inconclusive; / = no result given; [ ] = another dose, or the depositor's remark. Unless noted, calls follow the shape of the dose curve; as a rule, active = well fitted curve in the direction sought with a large enough effect; inconclusive = small, poorly fitted or top-dose-only effect, or another doubt; inactive = no such curve, though single readings can be large; an effect the other way counts as inactive or inconclusive. Unless noted, % is scaled to controls: 0 for no effect and ±100 for the full control effect.

Every second line gives: Giardia killer | B2AR arrestin | GALK inh | KCNH2 3.1 block | Eya2 phos inh | KCNH2 WT inh | uPA generation | FBPA coupling cs | USP2a inh | Chronic BCR inh | PKM2 act
1. CCOC(=O)c1cc(-c2ccccc2)n(CCC(=O)NC(C)CC)c1C (stereo unspecified)
→ -3.3 | -1.0% | 1.5% | -2.2 | -5.4% | -16.4 | / | 0.9 | -2.4% | -15.7% | 3.4%
2. COc1ccc(CNC(=O)C/C(C)=N/NC(=O)COc2cccc(C)c2)cc1
→ 12.3 | 0.2% | 7.2% | 2.9 | 4.3% | 2.4 | -0.7% | 1.9 | 2.2% | ? | -0.1%
3. O=C(NNC(=S)NCC1CCCO1)c1ccc(S(=O)(=O)N2CCOCC2)cc1 (stereo unspecified)
→ -12.2 | -0.1% | 5.4% | 3.5 | -0.1% | 0.4 | -17.7% | -1.4 | -0.7% | ? | -5.1%
4. CCOC(=O)c1[nH]c2ccccc2c1NC(=S)Nc1cccc(C)c1C
→ -26.0 | 0.8% | / | -0.3 | -4.1% | -2.1 | -20.4% | 1.3 | 0.2% | -9.5% | -10.2%
5. Cc1ccc2cc(COC(=O)c3cccc([N+](=O)[O-])c3)c(=O)[nH]c2c1
→ 1.8 | 0.3% | -2.2% | -5.7 | 7.8% | / | 11.3% | 1.9 | 1.4% | -12.3% | -2.8%
6. Cc1cc(-c2ccc(S(=O)(=O)N3CCN(c4cccc(C)c4C)CC3)s2)on1
→ -15.5 | -0.8% | 8.4% | -13.0 | 16.8% | -1.6 | 8.9% | 1.0 | 1.9% | 3.9% | 2.3%
7. Cc1ccc(NC(=O)Cn2ncn3c(cc4ccccc43)c2=O)cc1F
→ 2.7 | -0.4% | 2.5% | 15.3 | -4.0% | -0.4 | -2.4% | 0.0 | -1.7% | 12.5% | /
8. CCOc1cc(/C=N/NC(=O)COc2ccc(Cl)cc2)ccc1OS(=O)(=O)c1ccccc1
→ -3.1 | -0.8% | 2.6% | -20.1 | 13.0% | -4.1 | -10.4% | 6.0 | -15.8% | 2.5% | -1.8%
9. O=C(Nc1ccc(F)c(Cl)c1)C1CCN(c2ncnc3c2nc2n3CCCCC2)CC1
→ -18.6 | -0.9% | 7.8% | 1.8 | 0.6% | 10.2 | -3.2% | 2.3 | -0.6% | -13.1% | /
10. CCN(CC)S(=O)(=O)c1ccc(F)cc1
→ -1.3 | -0.3% | -0.9% | 18.8 | 5.2% | -16.7 | 7.8% | 3.9 | -1.4% | -4.6% | 0.5%
11. O=C(NNC(=O)c1cc(-c2cccnc2)nc2ccccc12)Nc1ccc(Cl)cc1
→ 0.8 | -0.2% | 8.7% | -35.8 | -27.6% | ? | 0.7% | -3.2 | -1.4% | ? | /
12. OCCN(Cc1ccccc1)Cc1ccc(Cl)cc1Cl
→ -1.1 | 0.5% | -0.2% | -15.3 | 6.7% | -11.1 | 11.2% | 0.9 | 5.0% | ? | 5.5%
13. CC(Oc1ccc(Cl)cc1)c1ccnn1S(=O)(=O)c1ccccc1 (stereo unspecified)
→ 12.5 | -0.3% | -1.6% | 7.3 | 15.1% | 4.1 | 3.2% | 3.3 | 1.4% | 2.6% | -0.8%
14. CSc1ccccc1C(=O)Nc1nc2ccccc2[nH]1
→ -5.2 | 0.6% | 11.7% | -4.0 | -16.6% | -5.6 | -2.6% | 0.2 | -0.5% | ? | 0.6%
15. CCC(=O)c1ccc(OCC(=O)O)c(OC)c1
→ -3.1 | -0.3% | -3.2% | -3.5 | -4.7% | -6.5 | 17.8% | -0.1 | 2.9% | 3.1% | 1.5%
16. CCCCOc1c(Br)cc(/C=N/O)cc1OCC
→ 0.4 | -0.8% | 0.8% | 6.9 | -14.8% | 0.2 | -24.4% | 0.4 | 3.3% | ? | -1.1%
17. CCCOc1ccc(C(=O)NNC(=O)CCNC(=O)c2ccccc2Cl)cc1OC
→ -10.0 | 0.0% | / | 8.9 | -2.8% | -3.3 | 13.7% | / | 0.6% | 9.7% | /
18. CCC(C)[C@H](NC(=O)NCCC1=CCCCC1)C(=O)OC (stereo partly specified)
→ 2.8 | -1.1% | 11.2% | -4.0 | 2.6% | -1.4 | 3.0% | 3.2 | 4.3% | -0.1% | -1.9%
19. COC(=O)CNC(=O)C12CC3CC(C1)CC(c1ccc(C)cc1)(C3)C2
→ -23.6 | 0.0% | 6.5% | -7.7 | -7.8% | -10.0 | 2.6% | -2.6 | 0.0% | -1.0% | 0.2%
20. CNC(=O)c1sc(-c2ccccc2)nc1C
→ 19.6 | -0.2% | -3.1% | -0.1 | -2.7% | 2.4 | 4.4% | -2.9 | 1.2% | ? | -1.5%
21. COC(=O)c1sccc1NC(=O)C1CCCCC1C(=O)O (stereo unspecified)
→ 3.8 | -0.7% | 2.1% | 7.8 | 10.9% | / | -3.7% | 3.7 | 3.2% | -5.7% | -2.3%
22. NS(=O)(=O)c1ccc(NC(=O)c2ccc(S(=O)(=O)N3CCOCC3)o2)cc1
→ 8.9 | -0.8% | 3.8% | 8.6 | -4.5% | -3.5 | 2.1% | 7.8 | 0.6% | 0.0% | -3.4%
23. CCOC(=O)C1=C(CN2CCN(C(=O)c3ccco3)CC2)NC(=O)NC1c1ccc(OC(C)C)cc1 (stereo unspecified)
→ -19.0 | 0.3% | -5.9% | 16.7 | -2.6% | -1.2 | 1.7% | / | 1.1% | 4.7% | /
24. O=[N+]([O-])c1ncccc1Oc1nc(-c2cccnc2)nc2ccccc12
→ ? | 0.5% | 1.3% | -4.9 | 6.4% | -8.3 | -9.2% | -12.9 | 9.4% | -5.0% | 24.3%
25. COc1ccc(N2C(=O)NC(NC(=O)C(C)(C)C)(C(F)(F)F)C2=O)cc1 (stereo unspecified)
→ -1.1 | -0.3% | 1.8% | -3.2 | -9.0% | -27.0 | 10.4% | 3.3 | 2.7% | -0.6% | /
26. CCOC(=O)C1CCN(C(=O)CN2C(=O)c3ccccc3S2(=O)=O)CC1
→ -18.6 | 0.1% | / | -6.0 | 1.1% | 1.7 | 2.8% | / | -1.3% | ? | /
27. Cc1cc(=O)oc2cc(OCC(=O)OCC(=O)Nc3ccc(C(C)C)cc3)ccc12
→ -7.7 | -0.2% | -0.5% | / | 6.7% | -1.7 | -3.3% | 1.6 | -0.5% | ? | 1.0%
28. O=C(c1cc2ccc([N+](=O)[O-])cc2oc1=O)N1CCOCC1
→ -6.8 | -0.4% | 2.4% | 2.3 | -3.4% | -8.8 | 4.8% | -0.8 | 0.3% | 4.9% | -0.8%
29. CCOC(=O)C1=CN(Cc2ccco2)S(=O)(=O)NC1c1ccc(Br)cc1F (stereo unspecified)
→ -12.1 | 0.3% | / | -9.1 | 0.4% | 4.2 | -4.4% | / | -3.1% | ? | /
30. O=C(CN1C(=O)c2ccccc2C1=O)N1CCN=C1c1ccccc1
→ -2.4 | 4.4% | -3.4% | -19.1 | 5.4% | -20.2 | 4.4% | -0.2 | 2.6% | 1.1% | -0.9%
31. CCS(=O)(=O)NCCc1csc(-c2cccnc2)n1
→ 31.6[activator] | -0.2% | -3.2% | 6.5 | 2.6% | 1.7 | -1.1% | 5.2 | 2.4% | 6.5% | -9.1%
32. CN1C(=O)C2(C(C#N)=C(N)N(c3cc(Cl)cc(Cl)c3)C3=C2C(=O)CC(C)(C)C3)c2ccccc21 (stereo unspecified)
→ -26.2 | / | 3.4% | -13.1 | / | 5.9 | 3.1% | 2.1 | / | / | -2.8%
33. O=C(c1cc(COc2cccc(C(F)(F)F)c2)on1)N1C[C@@H]2CCC[C@H]1C2
→ -16.5 | 0.1% | -1.5% | -1.4 | -4.8% | 8.8 | 1.2% | / | -0.2% | -10.3% | 1.3%
34. CCN(C(=O)Cn1c(=O)oc2ccccc21)c1c(N)n(Cc2ccccc2)c(=O)[nH]c1=O
→ -3.7 | -0.2% | / | 8.7 | 15.1% | 11.7 | 15.4% | / | 3.2% | -2.0% | /
35. O=C(NC(=S)Nc1ccc(F)cc1)C1CCCCC1
→ 24.8 | 0.1% | -0.6% | 2.6 | -4.7% | 17.1 | 3.1% | / | 0.0% | -7.2% | -1.4%
36. CCOC(=O)C1CCN(Cc2ccc(O)c(OC)c2)CC1
→ -12.1 | -0.9% | 0.0% | -23.0 | -5.3% | -1.7 | -8.3% | 8.2 | -2.5% | 0.4% | -10.9%
37. Cc1ccc(C(C(=O)NCC2CCCO2)N(C(=O)c2snc(C(N)=O)c2N)c2ccccc2F)o1 (stereo unspecified)
→ -11.0 | -0.4% | -2.4% | -5.2 | -11.5% | 15.6 | / | 0.1 | 2.7% | -13.1% | 0.1%

Assay outcomes (PubChem)
